GLS inhibitor: qHTS for Inhibitors of Glutaminase (GLS); Glutaminase kidney isoform, mitochondrial (Homo sapiens), O94925; GLS enzymatic activity, qHTS titration; Potency, µM (titrated, usually from 45.5 µM), for inactives: at the highest dose activity change, negative = inhibition, usual class: inhibitors; actives 0.21% (n = 410,000); AID 624170, 2012; note: % is set by controls: 0 for no effect and ±100 for the full control effect
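Two-point fluorescence kinetic (t0, 30 min RT) for hKGA; glutamate detected via glutamate oxidase–HRP–Amplex Red. Substrate: 1 mM L-glutamine solution; buffer 45 mM KH2PO4, pH 8.2.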
ALOX12 inh: Primary qHTS assay for inhibitors of human arachidonate 12S-lipoxygenase (ALOX12): Round 2. purified 12hLO, xylenol orange hydroperoxide absorbance. Potency, µM (series often up to 108 µM), for inactives: top-dose activity change, negative = inhibition, most hits filed as inhibitors. actives 1.1% (n = 580,000). AID 1671190, 2021; note: % is set by controls: 0 for no effect and ±100 for the full control effect
Target sequence (P18054 whole entry, looked up): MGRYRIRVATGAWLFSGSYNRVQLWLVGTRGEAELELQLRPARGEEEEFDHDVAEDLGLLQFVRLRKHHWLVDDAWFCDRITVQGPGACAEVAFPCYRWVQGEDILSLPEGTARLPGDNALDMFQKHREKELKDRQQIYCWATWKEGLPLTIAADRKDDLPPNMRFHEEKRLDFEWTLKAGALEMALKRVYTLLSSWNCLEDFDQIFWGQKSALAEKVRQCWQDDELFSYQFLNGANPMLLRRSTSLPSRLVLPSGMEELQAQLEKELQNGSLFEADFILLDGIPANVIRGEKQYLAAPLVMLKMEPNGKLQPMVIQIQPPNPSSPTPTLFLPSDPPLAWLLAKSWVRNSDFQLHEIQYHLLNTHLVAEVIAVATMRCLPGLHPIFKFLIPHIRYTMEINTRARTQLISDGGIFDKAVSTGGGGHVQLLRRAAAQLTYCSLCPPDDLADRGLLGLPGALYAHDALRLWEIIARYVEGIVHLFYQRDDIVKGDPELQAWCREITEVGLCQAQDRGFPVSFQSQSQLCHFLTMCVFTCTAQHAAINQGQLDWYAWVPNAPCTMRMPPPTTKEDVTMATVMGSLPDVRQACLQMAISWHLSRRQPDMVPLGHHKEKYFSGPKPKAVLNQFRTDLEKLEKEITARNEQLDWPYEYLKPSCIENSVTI
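Hydroperoxide product was detected by ferrous iron/xylenol orange as the 573 to 405 nm absorbance ratio. Arachidonic acid at 40 uM (final) was turned over for 30 min at room temperature by 150 nM human 12hLO, pH 7.0 Hepes buffer, after 15 min compound preincubation.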
JMJD2A Tudor: qHTS Assay for Inhibitors of JMJD2A-Tudor Domain. AlphaScreen JMJD2A-Tudor / H3K4me3 peptide binding. actives 4.4% (n = 390,000). Potency, µM (titrated, usually from 114 µM), inactives show at the top dose activity change, negative = inhibition, usual class: inhibitors. AID 504339, 2011. Lysine-specific demethylase 4A (Homo sapiens), O75164; note: % is set by controls: 0 for no effect and ±100 for the full control effect; nearly all actives have a fitted effect of over 50% in size
ERG-DNA inh: qHTS for Small Molecule Inhibitors of the ERG Ets/DNA interaction; AID 624246, 2012; Potency, µM (highest dose often 76.9 µM), for inactives: top-dose FP activity, negative = inhibition, actives largely listed as inhibitors; fluorescence polarization, His-ERG Ets domain / labelled DNA; Transcriptional regulator ERG (Homo sapiens), P11308; actives 0.028% (n = 370,000); active = well fitted inhibition curve with a large enough effect in the polarisation, with a control signal flat; inconclusive = small, poorly fitted or top-dose-only effect, or effect the other way, or a change in a side signal; inactive = no such curve, though single readings can be large or run the other way; the % refers to the polarisation;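 note: polarization taken with two DNA probes labelled with fluorescein and Texas red; % of control where 0% means no effect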
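His-tagged ERG Ets domain (1 uM in the protein solution; 300mM KCl, 50mM Tris-HCl, 1mM EDTA, 1mM DTT, pH 7.5) received compound, then a probe mix of 5 nM fluorescein-DNA and 100nM Texas-615-DNA. Fluorescence polarization was read for both dyes.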
Tb PGK inh: qHTS Assay to Find Inhibitors of Phosphoglycerate Kinase. Potency, µM (doses to about 57.5 µM), for inactives: at the highest dose activity change, negative = inhibition, most hits filed as inhibitors. actives 0.043% (n = 380,000). Phosphoglycerate kinase, glycosomal (Trypanosoma brucei brucei), P07378. PGK/GAPDH coupled, Kinase-Glo luminescence, 60 min. AID 602233, 2012; note: % is set by controls: 0 for no effect and ±100 for the full control effect; nearly all actives have a fitted effect of over 60% in size
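Luminescent ATP detection (Kinase-Glo Plus) follows a 60-minute room-temperature incubation, with wells lacking PGK as controls. Buffer: 100 mM TEA (pH 7.6), 5 mM MgCl2, 0.01% Tween-20. Coupling enzyme GAPDH (100 nM final) supplies unstable 1,3-BPG in-well.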
RGS4 inhibitor: Inhibitors of Regulator of G Protein Signaling (RGS) 4: qHTS | Potency, µM (highest dose often 114 µM), for the others: at the top dose activity change, negative = inhibition, usual class: inhibitors | Transcreener GDP fluorescence polarization, RGS4-accelerated GTP hydrolysis | Regulator of G-protein signaling 4 (Homo sapiens), P49798 | AID 504845, 2011 | actives 0.039% (n = 390,000); note: % is set by controls: 0 for no effect and ±100 for the full control effect; nearly all actives have a fitted effect of over 75% in size; some results filed as inactive show a strong effect at the top dose
Target sequence (P49798 whole entry, looked up): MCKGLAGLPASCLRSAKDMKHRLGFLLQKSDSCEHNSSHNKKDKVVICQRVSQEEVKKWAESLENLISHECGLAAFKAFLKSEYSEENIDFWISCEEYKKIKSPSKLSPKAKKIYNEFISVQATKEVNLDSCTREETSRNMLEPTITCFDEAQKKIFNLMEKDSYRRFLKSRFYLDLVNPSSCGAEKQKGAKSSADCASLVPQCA
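MLSMR compounds (23 nl, pin-transferred) preincubated 10 min at room temperature with a 500nM (2x) first reagent, then RGS4 at 900nM (2x) plus Transcreener GDP mix added; fluorescence polarization (620/688 nm) read before and after 90 min at 30 °C.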
Pin1 inh: qHTS Assay to Find Inhibitors of Pin1; Peptidyl-prolyl cis-trans isomerase NIMA-interacting 1 (Homo sapiens), Q13526; Pin1 FP peptide displacement, HiFluor488, 10 min; Potency, µM (series often up to 115 µM), for the others: at the top dose activity, negative = inhibition, hits mostly inhibitors; actives 0.009% (n = 390,000); AID 504891, 2011; active = well fitted inhibition curve with a large enough effect in the polarisation, with a control signal flat, not every such curve was filed as active; inconclusive = small, poorly fitted or top-dose-only effect, or effect the other way, or a change in a side signal; inactive = no such curve, though single readings can be large or run the other way; the % refers to the polarisation; note: % is set by controls: 0 for no effect and ±100 for the full control effect
Target sequence (Q13526 whole entry, looked up): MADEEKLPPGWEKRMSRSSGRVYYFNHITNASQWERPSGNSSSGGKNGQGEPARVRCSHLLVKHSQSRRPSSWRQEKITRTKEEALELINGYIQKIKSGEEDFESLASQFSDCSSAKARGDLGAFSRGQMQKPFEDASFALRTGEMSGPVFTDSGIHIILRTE
HP1b chromo inh: HTS for Inhibitors of HP1-beta Chromodomain Interactions with Methylated Histone Tails; Chromobox protein homolog 1 (Homo sapiens), P83916; AID 540317, 2011; AlphaScreen HP1-beta / biotin-H3K9me3 peptide binding; Potency, µM (series often up to 114 µM), for the others: at the top dose activity change, negative = inhibition, actives largely listed as inhibitors; actives 0.56% (n = 390,000); note: nearly all actives have a fitted effect of over 70% in size; inactives centre near 23
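AlphaScreen: HP1-beta (50 nM) preformed 30 min with biotin-H3(1-18)K9me3 peptide (50 nM) in PBS pH 7.4, 0.01% Tween-20. Compound added for 30 min at RT, then streptavidin donor/nickel chelate acceptor beads (10 ug/mL) for 30 min.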
rTrxR1 inhibitor: qHTS Assay for Inhibitors of Mammalian Selenoprotein Thioredoxin Reductase 1 (TrxR1): qHTS; Thioredoxin reductase 1, cytoplasmic (Rattus norvegicus), O89049; recombinant rTrxR1, NADPH fluorescence consumption, selenite substrate; Potency, µM (top dose mostly 114 µM), for inactives: at the top dose activity change, negative = inhibition, usual class: inhibitors; actives 1% (n = 390,000); AID 588453, 2011; note: % is set by controls: 0 for no effect and ±100 for the full control effect; nearly all actives have a fitted effect of over 65% in size
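Rat TrxR1 (90 nM in the dispensed reagent) was pre-reduced with 400 uM NADPH for 5 min at room temperature, then incubated with compound for 15 min. After 400 uM selenite was added, NADPH fluorescence (Ex 340/Em 450 nm) was followed for 8 min.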
Active calls of the source: *; i = inactive; ? = inconclusive; . = no result given; & = joins results of further samples; [ ] = dose if it differs, or a comment. Unless noted, calls come from the whole dose curve; as a rule, active = well fitted curve in the direction sought with a large enough effect; inconclusive = small, poorly fitted or top-dose-only effect, or another doubt; inactive = no such curve, though single readings can be large; an effect the other way counts as inactive or inconclusive. Potency is the fitted concentration of half-maximal effect.

GLS inhibitor,ALOX12 inh,JMJD2A Tudor,ERG-DNA inh,Tb PGK inh,RGS4 inhibitor,Pin1 inh,HP1b chromo inh,rTrxR1 inhibitor,Molecule
8%,12%,5%,9%,-6%,-5%,-6%,41%[activator],14%,CCN(CC)S(=O)(=O)c1ccc(OC)c(NC(=O)c2ccc(N3CCCC3=O)cc2)c1
22%,6%,-21%,3%,i,-6%,2%,2%,-10%,Cc1cc(C(=O)Nc2cccc(O)c2)co1
5%,-19%,8%,2%,-3%,5%,-5%,35%,13%[57.1 µM],CCOC(=O)c1cccc(NC(=O)NCCc2c(C)nn(C)c2C)c1
-3%,?,-15%,6%,-2%,-20%,?,41%[activator],-5%,CCCSc1ccc([C@@H]2[C@H]3C(=O)N(CC)C(=O)[C@H]3[C@]3(C(=O)OC)CCCCN23)cc1
6%,0%,-3%,-1%,4%,8%,3%,16%,7%[57.1 µM],CC(NC(=O)C(c1ccccc1)c1ccccc1)c1ccccc1 (configuration not stated)
3%,?,35µM*,24%,-3%,22%,3%,?,5%,Cc1ccc(Sc2ccc(CN3CCCCC3)cc2[N+](=O)[O-])cc1
-10%,-23%,-10%,5%,-3%,9%,0%,1%,35%,CCc1cc2c(cc3c(=O)n(CC(=O)NC4CCCCC4)nc(CC)n32)s1
-7%,?,-17%,-3%,0%,-13%,-10%,57%[activator],14%,CCc1cccc(NC(=O)COC(=O)c2cn(CC)c3nc(C)ccc3c2=O)c1
12%,190%[activator],-28%,4%,-3%,23%,4%,-12%,7%[57.1 µM],O=C1CC(c2ccc3c(c2)OCO3)c2cc3c(cc2N1)OCCO3 (configuration not stated)
3%,-24%,3.2µM*,0%,3%,31%,-5%,?,10%,CCN1CCN(C(=S)NCCc2ccccc2)CC1
2%,.,-21%,12%,-1%,-11%,-3%,37%,-7%[57.1 µM],CC(=O)Nc1cccc(-c2cnc(N)c(C(=O)c3cccnc3)n2)c1
21%,9%,?,5%,-2%,-7%,-2%,?,-1%,COc1cc(CNc2ccc(CNc3ncn[nH]3)cc2)ccc1OCc1ccccc1
9%,8%,2%,-2%,1%,7%,-1%,46%[activator],6%,O=C(O)CC1SC(=Nc2ccccc2)N(c2ccccc2)C1=O (configuration not stated)
-7%,-20%,5%,1%,-4%,-11%,3%,50%,0%,Cc1cccc(CNC(=O)CCn2c(=O)c3cccn3c3ccc(F)cc32)c1
-1%,?,-32%,2%,1%,-9%,27%,22%,-12%,NS(=O)(=O)c1ccc(CCNC(=O)CCC(=O)c2cccs2)cc1
-1%,?,-5%,9%,1%,-1%,0%,15%,-12%,CN1CCN(S(=O)(=O)c2cccc(C(=O)N(C)Cc3c(F)cccc3Cl)c2)CC1
2%,-5%,-12%,3%,i,-6%,2%,29%,4%[57.1 µM],CCCS(=O)(=O)NCCc1csc2nc(-c3ccc(OC)cc3)nn12
-10%,-1%&32%,-5%,2%,-6%,0%,7%,27%,25%,COc1ccc2oc(=O)cc(-c3cc4cccc(OC)c4o3)c2c1
6%,-3%,-28%,-5%,-4%,-32%,5%,-3%,16%,CCN(CC)S(=O)(=O)c1ccc(C(=O)NCc2ccc3[nH]c4c(c3c2)CCCC4)cc1
-7%,-17%,?,2%,i,-6%,-16%,39%[activator],14%[11.4 µM],Cc1ccc2c(c1)N(C(=O)N1CCC(C(=O)NCc3ccccc3F)CC1)CC(C)O2 (configuration not stated)
-1%,-10%,-1%,.,-4%,-6%,-4%,24%,14%,CC(=O)c1cc2c(C)cc(=O)oc2cc1O
-15%,?,-16%,6%,-5%,-9%,4%,7%,15%[57.1 µM],CCNC(=S)N/N=C(\C)c1cccc(C(F)(F)F)c1
-1%,2%,-21%,.,3%,7%,11%,48%[activator],20%,O=C(c1cccc(F)c1)N1CCN(C(=O)c2cc(-c3ccc(Cl)cc3Cl)on2)CC1
5%,0%,-1%,-6%,i,18%,-7%,36%,7%[57.1 µM],CCc1ccc(S(=O)(=O)NCc2cccs2)cc1
-10%,-9%,-11%,2%,-5%,8%,-1%,22%,2%,N#Cc1ccc(Oc2cc(C(F)(F)F)nc(-c3ccccn3)n2)cc1

Complete entries, looked up by structure. Values in the order: GLS inhibitor | ALOX12 inh | JMJD2A Tudor | ERG-DNA inh | Tb PGK inh | RGS4 inhibitor | Pin1 inh | HP1b chromo inh | rTrxR1 inhibitor
`CCNC(=S)N/N=C(\C)c1cccc(C(F)(F)F)c1` is listed with -15% | ? | -16% | 6% | -5% | -9% | 4% | 7% | 15%[57.1 µM]
`CCc1cccc(NC(=O)COC(=O)c2cn(CC)c3nc(C)ccc3c2=O)c1` is listed with -7% | ? | -17% | -3% | 0% | -13% | -10% | 57%[activator] | 14%

Continuation:
GLS inhibitor,ALOX12 inh,JMJD2A Tudor,ERG-DNA inh,Tb PGK inh,RGS4 inhibitor,Pin1 inh,HP1b chromo inh,rTrxR1 inhibitor,Molecule
4%,0%,-3%,-2%,-1%,6%,-5%,34%,26%,C/C(=N\NC(=O)CCCNc1cccc(C)c1)c1ccncc1
10%,12%,-10%,2%,-2%,5%,-7%,23%,-7%[57.1 µM],COc1ccccc1CCNS(=O)(=O)c1c(C)n(C)c(=O)n(C)c1=O
1%,48%[activator],3%,2%,-9%,8%,-8%,19%,29%,O=C1CCC([N+](=O)[O-])C(c2ccc3c(c2)OCO3)N1 (configuration not stated)
9%,-19%,-15%,2%,-5%,-6%,0%,14%,3%,Cc1ccc(NC(=O)C(C)OC(=O)c2ccc(NS(=O)(=O)c3ccc(F)c(F)c3)cc2)cc1 (configuration not stated)
19%,-7%,41%[activator],1%,9%,24%,11%,86%[activator],2%,Clc1ccc(CCNC(c2cccc(Cl)c2)c2nnc(-c3ccccc3)o2)cc1 (configuration not stated)
8%,.,?,-6%,2%,-15%,8%,-9%,4%,COc1ccc(NC(=O)c2cc3n(n2)C(C(F)(F)F)CC(c2ccc4c(c2)OCO4)N3)cc1OC (configuration not stated)
-3%,-12%,-13%,-5%,-1%,-7%,-2%,48%[activator],11%[57.1 µM],Cn1cnc(S(=O)(=O)N2CCC(C(=O)N3CCN(c4cccc(C(F)(F)F)c4)CC3)CC2)c1
2%,147%[activator],-11%,2%,i,16%,1%,38%,24%,Cn1c(SCc2cc(=O)[nH]c(C(C)(C)C)n2)nnc1C(F)(F)F
13%,-10%,?,-14%,-6%,9%,13%,?,?,N#CC1=C(N)NC(SCC(=O)c2ccc(Br)cc2)=C(C#N)C12CCCCC2
-2%,?,-8%,.,i,-33%,6%,26%,?,COc1ccccc1NS(=O)(=O)c1ccc(C(=O)N2CCN(c3ccccn3)CC2)cc1
5%,?,?,2%,6%,14%,29%,?,21%,COc1ccc(CCNc2oc(COc3cccc(C)c3)nc2C#N)cc1OC
4%,-23%,-7%,8%,i,18%,3%,16%,?,CCOC(=O)/C=C/C(=O)Nc1ccccc1C(=O)NC1CCCCC1
25%,-1%,-8%,-2%,i,12%,3%,18%,-8%,Cc1ccc(NS(=O)(=O)c2cccc(C(=O)N3CCCC(C)C3)c2)cc1 (configuration not stated)
0%,22%,-9%,3%,-6%,25%,0%,27%,17%,CCOC(=O)C1CCCN(S(=O)(=O)c2ccc(OC)cc2)C1 (configuration not stated)
-10%,1%,-13%,-2%,-4%,-5%,1%,18%,5%,CCc1c(C)nc2c(C#N)c[nH]n2c1=O
-5%,-3%,-16%,2%,-9%,-8%,?,9%,7%,COc1cccc(C(=O)Nc2nc3nc(-c4ccccc4)cc(=O)n3[nH]2)c1
-3%,0%,6%,-12%,i,-1%,-6%,13%,23%,Cc1cccc2c(=O)cc(C(F)(F)F)[nH]c12
-12%,-11%,-9%,1%,0%,-25%,0%,29%,-2%[57.1 µM],O=S(=O)(c1ccccc1)N1CCN(C(=S)NCCCN2CCOCC2)CC1
1%,21%,-3%,-1%,-1%,-15%,5%,23%,9%,Cc1nn(Cc2cccc(C(=O)Nc3ccn(Cc4ccccc4F)n3)c2)c(C)c1[N+](=O)[O-]
3%,-3%,-31%,3%,6%,15%[11.4 µM],43%[activator],30%,?,Cc1ccc2oc(=O)c3cc(C(=O)NCCCN4CCCCCC4)sc3c2c1
-2%,-25%,8%,17%,1%,0%,-11%,18%,-11%,Cc1ccc(C(=O)NNC(=O)c2ccncc2)cc1S(=O)(=O)N1CCOCC1

Screening data as filed in PubChem.

An excerpt. The share of hits here may be higher or lower than overall.
